Source: PubChem BioAssay (National Center for Advancing Translational Sciences (NCATS))
Eya2 inh: blocks the phosphatase activity of human Eya2; O00167; 330,000 compounds, 0.006% hits; AID 488837; recombinant Eya2, OMFP fluorescence dephosphorylation (OMFP is methylfluorescein phosphate); Potency, µM (top dose mostly 76.9 µM), for inactives: at the top dose activity, negative = inhibition, most hits filed as inhibitors; note: potency is the fitted concentration of half-maximal effect; % is set by controls: 0 for no effect and ±100 for the full control effect
Target sequence (O00167 whole entry, looked up): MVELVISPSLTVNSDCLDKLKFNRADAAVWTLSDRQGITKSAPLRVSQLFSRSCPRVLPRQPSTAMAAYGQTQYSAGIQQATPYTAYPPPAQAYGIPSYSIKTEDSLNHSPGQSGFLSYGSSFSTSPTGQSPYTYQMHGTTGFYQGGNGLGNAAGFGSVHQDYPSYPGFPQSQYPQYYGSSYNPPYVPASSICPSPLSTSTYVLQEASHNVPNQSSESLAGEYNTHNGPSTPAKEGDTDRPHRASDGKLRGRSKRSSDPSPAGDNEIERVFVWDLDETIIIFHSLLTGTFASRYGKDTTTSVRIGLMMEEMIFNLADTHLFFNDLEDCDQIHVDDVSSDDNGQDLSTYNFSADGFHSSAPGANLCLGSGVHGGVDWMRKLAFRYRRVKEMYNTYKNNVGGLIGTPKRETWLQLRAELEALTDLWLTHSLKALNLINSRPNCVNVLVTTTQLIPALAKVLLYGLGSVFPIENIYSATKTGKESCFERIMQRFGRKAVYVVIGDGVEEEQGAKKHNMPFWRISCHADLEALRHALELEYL
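Eya2 (0.2 uM) preincubated 10 min at ambient with compound, then OMFP substrate added at 50 uM; 10 min reaction in 50 mM HEPES pH 7.5, 50 mM NaCl, 5 uM MgCl2, 0.05% BSA, 1 mM DTT. Fluorescence read at Ex 485/Em 525 nm.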
TCR act: activators of T cell receptors; Potency, µM (titrated, usually from 9.22 µM), for inactives: at the top dose activation of IL-2 secretion, usual class: activators; 330,000 tested, under 10 active; AID 504894; primary human leukocytes, anti-CD3, IL-2 HTRF, 48 h; note: % of control where 0% means no effect
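48 hr co-incubation of compounds, a-CD3 beads and primary human leukocytes; IL-2 quantified homogeneously by HTRF with anti-IL-2 K and d2 conjugates.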
TSHR antagonist: blocks TSH signaling through the human TSH receptor. P16473. TSHR-expressing cells, TSH-stimulated cAMP HTRF, 2 h; stronger effect = lower value. activity change, negative = inhibition, % at 11.5 µM. 330,000 compounds, 0.2% hits. AID 504810;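 active = activity change below a set negative limit, meaning inhibition stronger than a set level, cut at about -70% in these data; inconclusive = activity change between two set negative limits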; note: % is set by controls: 0 for no effect and ±100 for the full control effect
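Competitive HTRF cAMP read-out (cryptate anti-cAMP antibody, cAMP-d2; 30 min, room temperature) in freshly harvested TSHR cells. Compounds added before TSH at EC80 (4nM final), followed by 2 hours' incubation at 37 deg C.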
Mito fusion yeast: inhibitors of mitochondrial division or activators of mitochondrial fusion. 320,000 compounds, 0.23% hits. Potency, µM (series often up to 46.1 µM), for the others: top-dose growth rescue (activation), actives largely listed as activators. S. cerevisiae fusion-defective mutant growth rescue, CellTiterGlo 48 h;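 note: potency is the fitted concentration of half-maximal effect; % of control where 0% means no effect; nearly all actives have a fitted effect of over 45% in size; temperature-sensitive fusion mutants such as fzo1-1 at 37 °C on non-fermentable ethanol glycerol medium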
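Temperature-sensitive fusion-defective S. cerevisiae (e.g. fzo1-1, mgm1-5) were grown with compound in YPEG medium (3% ethanol, 3% glycerol) for 48 hours at 37C. Growth rescue was measured as viability by CellTiterGlo luminescence after 10 minutes at ambient.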
USP2a inh: USP2a (human) protease inhibition | O75604 | 330,000 compounds, 0.01% hits | USP2 core, Ub-CHOP2 coupled fluorogenic reporter, 485/531 | Potency, µM (doses to about 38.3 µM), without a hit: top-dose activity change, negative = inhibition, hits mostly inhibitors;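 note: potency is the fitted concentration of half-maximal effect; plate controls were DMSO wells for no effect and full inhibition by NEM control for full effect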
Target sequence (O75604 whole entry, looked up): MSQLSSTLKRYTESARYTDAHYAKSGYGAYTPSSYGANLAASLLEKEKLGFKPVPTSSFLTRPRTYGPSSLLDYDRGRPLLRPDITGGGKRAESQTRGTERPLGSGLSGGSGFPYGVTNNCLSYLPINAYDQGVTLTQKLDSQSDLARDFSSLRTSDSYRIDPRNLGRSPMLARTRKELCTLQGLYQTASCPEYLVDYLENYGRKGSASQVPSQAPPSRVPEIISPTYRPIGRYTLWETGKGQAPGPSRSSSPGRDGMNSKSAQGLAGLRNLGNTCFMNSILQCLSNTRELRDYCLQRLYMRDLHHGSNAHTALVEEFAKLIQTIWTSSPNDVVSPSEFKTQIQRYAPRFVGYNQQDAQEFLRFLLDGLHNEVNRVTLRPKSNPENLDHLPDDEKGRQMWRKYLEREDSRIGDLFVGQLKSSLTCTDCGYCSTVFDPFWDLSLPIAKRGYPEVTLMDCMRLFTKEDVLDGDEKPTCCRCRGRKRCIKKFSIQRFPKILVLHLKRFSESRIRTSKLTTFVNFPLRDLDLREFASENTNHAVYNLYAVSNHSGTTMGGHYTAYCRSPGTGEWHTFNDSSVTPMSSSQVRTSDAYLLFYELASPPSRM
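USP2 core (10nM final) preincubated 30min RT with compound in 20mM Tris-HCl pH 8.0, 2mM CaCl2, 2mM beta-mercaptoethanol, 0.05% CHAPS; 25nM Ub-CHOP2 plus 25nM reporter substrate added, fluorescence (Ex485/Em531) read after 60min.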
A-T KAP1 phos: candidate therapy for ataxia-telangiectasia; 320,000 compounds, 0.19% hits; […] A-T fibroblasts, KAP-1 phosphorylation AlphaLISA; neocarzinostatin DNA damage 30 min before lysis; Potency, µM (series often up to 57.5 µM), for the others: top-dose activation, usual class: activators; AID 485349; note: potency is the fitted concentration of half-maximal effect; % of control where 0% means no effect; nearly all actives have a fitted effect of over 45% in size
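ATM-like activity read as KAP-1 phosphorylation via AlphaLISA donor/acceptor antibody pairs after lysis and 6 hr at 25C. Cells were ATM-null patient fibroblasts ([…], hTERT), dosed 60 min, then exposed to the DSB inducer NCS for 30 min.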
hERG WT inh: blocks the wildtype human KCNH2 potassium channel; Q12809; U2OS, BacMam KCNH2, thallium flux FluxOr; stronger effect = lower value; activity change, % at 1.84 µM; 340,000 compounds, 0.37% hits; AID 720551;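 active = maximum activity change below -70%; inconclusive = maximum activity change between -70% and -50%; inactive = maximum activity change above -50%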; note: % is set by controls: 0 for no effect and ±100 for the full control effect
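U2OS cells were transduced with wild-type KCNH2 virus (2.03 x 10^8 / mL) for 4 h at room temperature, then cultured overnight at 37 C. Thallium flux was read with FluxOr dye. Rate constants were normalized to DMSO controls.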
KCNH2 3.1 block: blocks the human KCNH2 3.1 channel isoform; 340,000 compounds, 0.95% hits; AID 720553; U2OS KCNH2 3.1, thallium flux FluxOr; stronger effect = lower value; activity change, % (tested at about 1.8 µM);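 active = maximum activity change below -70%; inconclusive = maximum activity change from -70% to -50%; inactive = maximum activity change above -50%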;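 note: thallium influx rate constant from kinetic fluorescence after stimulation buffer; % is set by controls: 0 for no effect and ±100 for the full control effect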
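Channel expression came from 3.1 mutant virus (1.77 x 10^8 /mL) applied to suspended U2OS cells for 4 h. Flux was tracked with FluxOr dye plus Red40 quencher, and kinetic rate constants normalized to controls.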
TRPV1 ag: human TRPV1 agonism | Q8NER1 | TRPV1-expressing cells, Fluo-8 calcium influx, agonist mode | activation, % at 8.33 µM | 320,000 compounds, 0.19% hits | AID 540275; in the data active = activation above about 80%; inconclusive = between about 30% and that limit; note: 0% is about no effect
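Fluo-8 calcium influx in TRPV1-expressing cells, kinetic read (ex 480/em 520 nm). Compound added and read 3 min for agonist activity, followed by capsaicin at EC20 final and 2 min further read for enhancement.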
ELG1 repair inh: ELG1-dependent DNA repair inhibition | HEK293T ELG1-luciferase reporter, luminescence, 16 h; DNA damage induced by 5-fluorouridine | Potency, µM (doses to about 46.1 µM), for the others: top-dose activity change, negative = inhibition, hits mostly inhibitors | 330,000 compounds, 2.3% hits | AID 504467; note: potency is the fitted concentration of half-maximal effect; % is set by controls: 0 for no effect and ±100 for the full control effect; nearly all actives have a fitted effect of over 55% in size
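Cells (2,000 per well) received 5-fluorouridine plus test compound or DMSO and were incubated 16 hr at 37 °C, 5% CO2. Luciferase activity was read by luminescence 30 min after ONE-Glo addition; signal suppression marked inhibition of damage-induced ELG1 function.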
Starred values were filed as active, the others as inactive; ? = inconclusive; · = no result given; [ ] = dose if it differs, or a comment. Unless noted, calls come from the whole dose curve; as a rule, active = well fitted curve in the direction sought with a large enough effect; inconclusive = small, poorly fitted or top-dose-only effect, or another doubt; inactive = no such curve, though single readings can be large; an effect the other way counts as inactive or inconclusive. Only part of the results is shown; count on the stated rates, not on these rows.

| canonical_smiles | Eya2 inh | TCR act | TSHR antagonist | Mito fusion yeast | USP2a inh | A-T KAP1 phos | hERG WT inh | KCNH2 3.1 block | TRPV1 ag | ELG1 repair inh |
| --- | --- | --- | --- | --- | --- | --- | --- | --- | --- | --- |
| O=C(NCc1ccc2c(c1)OCO2)c1n[nH]c(=O)c2ccccc12 | -2% | 0% | 0 | -4% | 1% | 2% | 12 | 4 | 1 | ? |
| O=C(Nc1ccc(O)cc1)c1ccc2c(c1)C(=O)N(Cc1ccccc1)C2=O | 5% | 0% | 8 | 0% | 2% | 4% | -6 | -12 | ? | -8% |
| C=CCn1c(SCC(=O)OCC)nc(C(F)(F)F)cc1=O | -7% | -4% | 0 | 0% | -14% | 4% | 2 | 19 | 1 | 0% |
| CCOC(=O)CN1C(=O)C(O)=C(C(C)=O)C1c1ccccc1 (configuration not stated) | 15% | 0% | 5 | -5% | 0% | 0% | 5 | -19 | -2 | 8% |
| CCc1nccn1S(=O)(=O)c1ccc(OC)c(OC)c1 | 8% | -5% | -11 | 1% | -3% | 2% | -2 | -3 | -3 | 15% |
| CC(C)[C@H]1C(=O)Nc2ccccc2N1C(=O)N[C@@H](Cc1ccccc1)C(=O)N[C@H](C(=O)O)c1ccccc1 | 4% | 5% | 4 | -2% | 2% | -3% | -2 | -2 | -2 | ? |
| N#Cc1cccc(C(=O)Nc2ccc(S(=O)(=O)Nc3nccs3)cc2)c1 | -1% | 0% | 20 | · | -4% | 0% | -4 | -19 | · | 10% |
| COc1ccc(C(c2sc3nc(C)nn3c2O)N2CCC3(CC2)OCCO3)cc1 (configuration not stated) | 11% | 1% | 3 | 2% | -2% | 0% | 3 | -5 | 1 | 3% |
| Cc1onc(-c2ccccc2Cl)c1C(=O)NCCCc1ccccc1 | -16% | 5% | 3 | 13% | 2% | 7% | -7 | 2 | 23 | 13% |
| O=C(c1ccc(-c2ccccc2)cc1)c1ccccc1C(=O)N1CCOCC1 | 3% | -2% | 0 | 9% | -2% | 1% | -33 | 9 | 0 | -4% |
| Cc1ccc(C(=O)Nc2nnn(C)n2)cc1 | -2% | 2% | 8 | 6% | 1% | 3% | -2 | 10 | -2 | ? |
| COc1cccc(C(=O)N2CCN(C(=O)c3cccc4ccccc34)CC2)c1OC | -10% | -2% | 0 | -1% | -2% | 1% | 0 | · | 0 | ? |
| COc1cccc(-n2nnnc2SCC(=O)c2cc(OC)ccc2OC)c1 | 7% | · | 0 | 0% | 0% | 2% | · | · | -1 | 16% |
| CCc1ccc(OCC(=O)OC(C)C(=O)Nc2ccc(Cl)cn2)cc1 (configuration not stated) | 9% | 1% | -9 | -13% | 1% | -4% | -6 | -4 | 25 | 6% |
| COc1cc(C(=O)NC2CCN(Cc3ccccc3)CC2)cc(Cl)c1OC | 6% | -2% | -2 | 3% | -1% | -3% | 17 | -90* | 20 | -17% |
| Cc1ccc(N2CC(NS(=O)(=O)c3cccs3)CC2=O)cc1C (configuration not stated) | -10% | -5% | 52 | 2% | 0% | -2% | 1 | -3 | 25 | ? |
| CN1CCN(S(=O)(=O)c2cccc(C(=O)N(C)Cc3cccs3)c2)CC1 | -1% | -2% | 16 | -9% | 2% | 3% | 9 | 3 | 3 | 17% |
| CC(C)CN(CCCNC(=O)CC1Oc2ccccc2NC1=O)CC(C)C (configuration not stated) | -7% | 6% | 0 | -4% | -1% | -5% | 4 | 21 | 3 | 0% |
| C[C@H](NC(=O)C1CC(=O)N(c2ccc3c(c2)OCO3)C1)C(=O)NC1CCCC1 (some centres not stated) | -1% | -6% | -2 | -7% | 1% | -1% | -3 | -4 | -1 | 5% |
| N/C(=N\OC(=O)CC(c1ccccc1)c1ccccc1)c1cccnc1 | -5% | 1% | -10 | -12% | 0% | 4% | 12 | -5 | ? | -7% |
| CC1(C)Cc2c(sc(NC(=O)Nc3ccccc3)c2C(N)=O)CO1 | 8% | · | 1 | -5% | 0% | 7% | -2 | 5 | 4 | ? |
| CC[C@@]1(C(=O)OC)N[C@H](CN(C)C(=O)COc2ccccc2)[C@@H]2C(=O)N(C)C(=O)[C@@H]21 | 6% | 0% | -5 | · | 0% | -3% | 2 | -8 | · | -2% |
| O=C(COC(=O)c1ccco1)NCc1ccco1 | -13% | -26% | 6 | 4% | -1% | 4% | -15 | -1 | -1 | 0% |
| COC(=O)c1cc2n(n1)CCN(Cc1ccc(C)cc1)C2=O | 10% | -6% | -2 | -1% | 0% | 3% | -3 | 1 | -2 | 5% |
| O=C(NCC1CCCO1)c1ccc(Br)c(S(=O)(=O)N2CCOCC2)c1 (configuration not stated) | -3% | -4% | -6 | -2% | -1% | -1% | -9 | 21 | 0 | 12% |
| CCOc1ccc(CC(=O)NNC(=O)/C=C/C(=O)O)cc1 | -2% | 0% | 4 | ? | 0% | 2% | -4 | 8 | 11 | 17% |
| CN(C)/C=C1\C(=O)ON=C1c1ccccc1 | -19% | -2% | 1 | 3% | 1% | 2% | -12 | -9 | 3 | -7% |
| COc1ccc(C(=O)N(c2ccc(OC)cc2)S(=O)(=O)c2cccs2)cc1 | 1% | 6%[46.1 µM] | 6 | 1% | 4% | 3% | 4 | 4 | 7 | 1% |
| Cc1nn2c(Nc3ccccc3)c3c(nc2c1-c1ccccc1)CCC3 | -8% | 9%[46.1 µM] | -4 | -3% | -1% | -2% | -13 | -16 | 3 | ? |
| COc1ccc(S(=O)(=O)NCC2CC3C=CC2C3)cc1OC (configuration not stated) | -2% | -1% | 9 | 0% | 0% | 4% | -7 | 2 | 5 | 2% |

Later entries:
| canonical_smiles | Eya2 inh | TCR act | TSHR antagonist | Mito fusion yeast | USP2a inh | A-T KAP1 phos | hERG WT inh | KCNH2 3.1 block | TRPV1 ag | ELG1 repair inh |
| --- | --- | --- | --- | --- | --- | --- | --- | --- | --- | --- |
| CCOC(=O)c1cc(C(=O)Nc2cccc(C)c2)nn1C | 10% | · | 8 | 2% | 2% | -3% | -13 | 21 | 19 | ? |
| COc1cccc(NC(=O)CN(C)C(=O)c2ccc(OCc3ccccc3)c(OC)c2)c1 | 1% | -2% | 4 | -2% | 0% | -7% | 7 | -7 | 6 | 3% |
| CN(C)S(=O)(=O)c1ccc(N2CCOCC2)c(C(=O)O)c1 | 8% | -1% | 11 | 1% | 0% | 0% | 1 | -3 | -2 | 10% |
| COCCn1c(Cc2ccccc2)nnc1SCc1nc2ccccc2c(=O)[nH]1 | 2% | -9% | 10 | -1% | 2% | 1% | 4 | -3 | -1 | -10% |
| O=C(CNC(=O)c1ccccc1Br)N/N=C\c1cc([N+](=O)[O-])cc(Br)c1O | 4% | 0% | -3 | 1% | -2% | 8% | 4 | -9 | 1 | -11% |
| S=C(NCc1cccs1)Nc1ccccc1 | 3% | -1%[46.1 µM] | 16 | -5% | -2% | 2% | -1 | -1 | 17 | -11% |
| O=C(CN1C(=O)NC2NC(=O)NC21)N/N=C/c1ccccc1O (configuration not stated) | -4% | 26% | -7 | -2% | -1% | 9% | -12 | 7 | -3 | 0% |
| CC(C)(C)NC(=O)CC(CC(=O)O)c1ccccc1 (configuration not stated) | 10% | 1% | -1 | -2% | 3% | 1% | -5 | -33 | 2 | 5% |
| COc1ccc(CNC(=O)Cn2nc(C)c3c(C)n(-c4ccc(C)cc4)nc3c2=O)cc1OC | -7% | 7% | -9 | -4% | 3% | 9% | -3 | -1 | 0 | 21µM* |
| COc1cccc(CNC(=O)CSc2nnc3c(n2)[nH]c2ccc(C)cc23)c1 | -1% | 1% | 10 | -3% | 0% | 2% | 6 | 10 | 0 | 12% |
| N#CCC(=O)N/N=C/c1ccc(OS(=O)(=O)c2ccccc2)cc1 | 4% | 1% | -1 | -1% | 2% | -5% | -14 | 1 | 0 | -1% |
| O=C(COC(=O)C1CCC(=O)N1)Nc1ccc(Br)cc1 (configuration not stated) | 5% | 9%[46.1 µM] | 22 | 0% | 6% | 4% | 7 | 12 | -1 | 27% |
| COc1cc(C(=O)NCCC(=O)NCCc2ccc(Cl)cc2)cc(OC)c1OC | -14% | -4%[46.1 µM] | -4 | -11% | 3% | 4% | 10 | 9 | -3 | -1% |
| COc1ccc(C(=O)Cc2nnc(C)s2)cc1 | 3% | 2%[46.1 µM] | 17 | -3% | 1% | -2% | 4 | -6 | 0 | ? |
| COc1ccc(OCC(O)CNC(=O)c2ccc(OC)cc2)cc1 (configuration not stated) | -3% | -4% | 6 | -5% | 1% | 3% | -2 | 13 | 1 | -1% |
| O=C(CC1C(=O)NCCN1Cc1cccc(F)c1)NCCCN1CCCC1=O (configuration not stated) | -5% | -1% | 10 | 1% | -6% | -6% | -18 | · | -1 | 16% |
| Cc1nn(CC(=O)NC(C)c2ccccc2)c(=O)c2ccccc12 (configuration not stated) | 11% | 4% | 13 | -2% | -1% | -5% | -1 | 4 | -2 | 5% |
